# Screens deposited in PubChem by NMMLSC.
# Yeast superoxide = lowers age-related superoxide in aged yeast cells; S. cerevisiae aged cells, superoxide DHE fluorescence; hits give low values; superoxide response (% of plate mean), % at 10 µM; 0.18% of 330,000 active;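 active means superoxide response under a set limit, about three screen SD below normal, cut at about 65% in these data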;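 further: yeast aged for seven days with compound at 30 °C before DHE staining; 100% = average MFI of all compound-treated wells on the plate with controls excluded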
# VLA-4 inh = inhibition in a human VLA-4 binding assay; P13612; VLA-4 expressing cells, ligand binding flow cytometry; inhibition, % (about 7 µM as worked out from the volumes in the protocol); 0.2% of 330,000 active; AID 2557; in the data active means inhibition above about 50%
# RPL19A TOR yeast = alters RPL19A-GFP fluorescence in TOR pathway yeast screen; 0.3% of 330,000 active; percent response vs DMSO, % at 10 µM; S. cerevisiae RPL19A-GFP strain, flow cytometry, 3 h; hits give low values;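 active means percent response vs DMSO below 50%; inconclusive means fewer than 70 events counted for the yeast strain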;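 further: median channel GFP fluorescence of the barcoded RPL19A-GFP strain; ratio of sample median GFP to plate DMSO average so 100% = DMSO; lower means less RPL19A-GFP as with rapamycin TOR inhibition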
# LAP4-GFP MLPCN = alters LAP4-GFP fluorescence in TOR pathway yeast screen; GFP response vs DMSO, % at 10 µM; S. cerevisiae LAP4-GFP multiplex, flow cytometry GFP, 3 h; median GFP as percent of DMSO wells; 0.34% of 320,000 active;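 active means GFP response vs DMSO above a set limit, about the screen mean plus 3 SD, cut at about 150% in these data; inconclusive means under 70 cell events counted for the yeast strain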
# CIT2 TOR yeast = modulators of TOR pathway CIT2-GFP in S. cerevisiae; GFP response vs DMSO, % at 10 µM; S. cerevisiae CIT2-GFP strain, flow cytometry, 3 h; 100 means same as DMSO wells; 0.065% of 320,000 active;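 active means GFP response relative to DMSO above a set limit, near the screen mean plus 3 SD, cut at about 150% in these data; inconclusive means Fewer than 70 cells measured for a yeast strain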;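 further: ratio of well median GFP fluorescence to mean of DMSO wells on the plate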
# AGP1-GFP MLPCN = yeast TOR pathway AGP1-GFP modulation. S. cerevisiae AGP1-GFP multiplex flow cytometry, 3 h; GFP as percent of DMSO wells. GFP response vs DMSO, % at 10 µM. 0.02% of 320,000 active. AID 2066;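 active means GFP response relative to DMSO above a set limit, near screen average plus 3 SD, cut at about 150% in these data; inconclusive means fewer than 70 cells counted for the yeast strain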;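 further: median GFP channel fluorescence of the gated AGP1 strain per well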
# GRK2 aptamer HTS = blocks RNA aptamer binding to human GRK2. 0.59% of 330,000 active. bead flow cytometry, FAM-aptamer displacement from GRK2. inhibition of aptamer binding, % at 10 µM. AID 488847. P25098;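 active means inhibition of aptamer binding above 40%, roughly 3 SD of noise, on plates passing a quality check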;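 further: median bead fluorescence of bound FAM aptamer so fluorescent compounds give negative values; no value below 0 was filed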
# Target sequence (P25098 whole entry, looked up): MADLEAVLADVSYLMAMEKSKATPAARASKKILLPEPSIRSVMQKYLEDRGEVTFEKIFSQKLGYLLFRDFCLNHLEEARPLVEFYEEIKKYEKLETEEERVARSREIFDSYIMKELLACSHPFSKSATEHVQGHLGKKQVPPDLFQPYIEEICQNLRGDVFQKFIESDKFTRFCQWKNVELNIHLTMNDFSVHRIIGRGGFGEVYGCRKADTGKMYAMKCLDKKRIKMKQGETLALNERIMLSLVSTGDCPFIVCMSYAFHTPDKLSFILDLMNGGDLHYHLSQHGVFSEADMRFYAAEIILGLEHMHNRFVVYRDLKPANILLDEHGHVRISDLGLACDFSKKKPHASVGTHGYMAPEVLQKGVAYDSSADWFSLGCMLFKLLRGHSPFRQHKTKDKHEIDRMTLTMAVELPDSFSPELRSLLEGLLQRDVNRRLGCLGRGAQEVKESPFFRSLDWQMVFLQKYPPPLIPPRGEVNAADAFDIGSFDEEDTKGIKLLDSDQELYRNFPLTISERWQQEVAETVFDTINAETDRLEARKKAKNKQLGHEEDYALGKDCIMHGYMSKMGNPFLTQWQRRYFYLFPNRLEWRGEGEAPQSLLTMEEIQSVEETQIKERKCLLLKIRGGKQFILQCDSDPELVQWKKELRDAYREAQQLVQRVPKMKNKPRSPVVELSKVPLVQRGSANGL
# MEP2 TOR yeast = modulators of TOR pathway MEP2-GFP in S. cerevisiae | S. cerevisiae MEP2-GFP strain, flow cytometry GFP, 3 h; 100% = DMSO control level | GFP response vs DMSO, % at 10 µM | 0.51% of 330,000 active | AID 2016;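 active means GFP response versus DMSO above a set limit, roughly screen mean plus 3 SD, cut at about 180% in these data; inconclusive means fewer than 70 cells counted for a yeast strain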;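 further: median GFP fluorescence of the barcode-gated MEP2-GFP cells per well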
# Active calls of the source: *; ? = inconclusive; nt = no result given; [ ] = dose if it differs, or a comment. No enrichment for hits; overall some 1.7% were active at least once.
SMILES,Yeast superoxide,VLA-4 inh,RPL19A TOR yeast,LAP4-GFP MLPCN,CIT2 TOR yeast,AGP1-GFP MLPCN,GRK2 aptamer HTS,MEP2 TOR yeast
O=C(CNS(=O)(=O)c1cccc(C(F)(F)F)c1)Nc1ccccc1F,84,3,99,105,97,98,3,105
COc1cccc(C(=O)Nc2ccccc2)c1,99,7,95,93,102,102,0,100
Oc1ccccc1-c1nc(NC2CCCC2)c2ccccc2n1,102,7,95,98,107,97,1,111
CC(C)N(C(=O)COC(=O)c1cc(Cl)cc(Cl)c1N)C(C)C,100,21,103,104,100,116,0,105
COc1cc(NC(=O)COC(=O)CC(C)(C)C)c(C)cc1[N+](=O)[O-],93,11,93,91,91,88,0,98
Nc1nnc(N)c2ccccc12,96,1,99,103,97,107,3,104
O=C1C[C@@H](c2ccc(O)cc2)Oc2cc(O)cc(O)c21,120,-1,110,136,110,93,0,100
CCS(=O)(=O)N1CCN(S(=O)(=O)c2ccc3c(c2)OCCO3)CC1,134,1,40*[may fluoresce violet],114[may fluoresce violet],?,?,0,?
O=C(O)CCC(=O)N1CCN(c2cccc(Cl)c2)CC1,92,13,94,103,92,95,3,93
Cc1ccccc1NC(=O)c1ccc(CN2CCc3ccccc3C2)cc1,101,-7,89,96,106,99,1,101
S=C(NCCc1ccccc1)N/N=C/c1c(Cl)cccc1Cl,97,26,98,92,96,98,2,97
COc1ccc(CNC(=O)c2[nH]c(C)c(C(C)=O)c2C)cc1,87,3,100,100,107,101,0,103
CCOC(=O)N1CCC(N(CCN(C)C)C(=S)Nc2cccc(Cl)c2)CC1,90,2,96,101,95,98,0,97
Cn1c(N)nc2nc(CCc3ccccc3)c(=O)[nH]c2c1=O,118,4,100,94,93,97,1,100
CCCCCCCC(=O)NNC(=O)CC(=O)Nc1ccccc1C(=O)O,94,-20,107,100,97,101,0,107
CC(=O)Nc1cccc(C(=O)OCc2ccc([N+](=O)[O-])cc2)c1,91,-1,115,100,96,30,1,142
CC(=O)NS(=O)(=O)c1ccc(NC(=O)c2cccc3ccccc23)cc1,109,9,93,98,78,93,2,90
CCN(CC(=O)Nc1ccc(NC(C)=O)cc1)C(=O)C1CC(=O)N(Cc2ccc(C)cc2)C1 (stereo unspecified),127,-5,93,88,87,88,0,97
C/C(=N\NC(=O)C1CCCN(S(=O)(=O)c2ccccc2)C1)c1ccccn1 (stereo unspecified),85,-10,100,101,101,102,3,103
CCn1c(COC(=O)CNC(=O)c2ccccc2)nc2cc(S(=O)(=O)N(C)C)ccc21,107,4,98,101,107,112,1,88
O=C(O)[C@@H]1CCCN1C(=O)c1ccco1,98,8,104,102,104,101,1,91
CCOC(=O)C1CCN(C2=NC(=O)/C(=C/c3ccc(O)cc3)S2)CC1,89,8,103,95,99,100,1,107
OCCn1c(SCCOc2ccccc2)nc2ccccc21,96,6,100,98,98,100,0,101
O=C(NC1CCCC1)C1CCN(c2nccs2)CC1,101,9,102,100,100,101,6,102
COC(=O)c1cc(S(=O)(=O)N2CCCCCC2)cn1C,97,2,98,101,103,102,2,102
O=C(NCc1ccco1)c1cccc2c1C(=O)c1ccc(N3CCCC3)cc1S2(=O)=O,117,-52,93,88,91,92,0,nt
Cc1nc(-c2ccccc2)sc1C(=O)O,96,-1,95,107,96,93,0,95
CCn1c(C)nnc1SCC(=O)NC1CCCCCC1,109,36,104,106,105,106,0,106
CCOC(=O)C1CCCCN1Cc1cccc(OC)c1OC (stereo unspecified),116,4,99,99,97,100,0,102
C=CCc1cccc(/C=N/n2cnnc2)c1O,90,-14,100,102,105,89,0,123
COC(OC)c1ccnc(SCc2ccccc2Cl)n1,92,-5,100,107,104,106,1,98
COc1ccccc1Nc1cc(C)nc2c(C)ccc([N+](=O)[O-])c12,101,1,103,100,93,96,6,99
CCN(C[C@H]1N[C@@](C)(C(=O)OC)[C@H]2C(=O)N(C)C(=O)[C@@H]12)C(=O)Nc1ccc(F)cc1,85,-2,93,93,95,96,4,93
O=C(CC1(O)C(=O)N(C/C=C/c2ccccc2)c2ccccc21)c1ccccn1 (stereo unspecified),78,5,102,103,110,107,0,102
CCC1(C)Cc2c(sc3c2c(=O)n(C)c2nnc(SCC(=O)c4ccccc4)n32)CO1 (stereo unspecified),92,-15,98,101,108,100,4,101
O=C(c1cc(C(=O)N2CCOCC2)c2nc3ccccc3n2c1)c1ccccc1O,107,3,97,101,100,99,0,94
CC(C)CCNC(=O)[C@H](Cc1ccccc1)N1Cc2ccccc2C1=O,108,6,99,94,114,102,2,96
CCN(CC)CC(O)CN1c2ccccc2Sc2ccccc21 (stereo unspecified),105,1,99,108,99,99,0,104
CC(C)c1cc(CN2CCN(C3CCCC3)C(CCO)C2)[nH]n1 (stereo unspecified),80,10,91,94,93,95,0,88
C=C(C)C1Cc2c(C)nn(-c3ccccc3)c2C1 (stereo unspecified),101,5,102,97,106,102,1,105
Cc1cc(C)cc(N(CC(=O)N2CCc3ccccc32)S(=O)(=O)c2c(C)noc2C)c1,84,17,102,93,102,106,2,92
CCOc1cc(/C=C\[N+](=O)[O-])ccc1OCC(=O)N1CCOCC1,108,27,98,121,132,113,0,112
COc1ccc(S(=O)(=O)Nc2cccc(S(=O)(=O)N3CCCC3)c2)cc1OC,90,0,85,88,84,89,0,85
COc1cc(OC)cc(Oc2ccc(S(=O)(=O)N3CCCCC3)cc2[N+](=O)[O-])c1,107,2,104,101,101,100,2,105
C=CCOCC(O)CS(=O)(=O)Cc1ccc(Cl)cc1 (stereo unspecified),90,11,96,96,102,94,0,103
CC(C)(C)NC(=O)CC1C[C@H](C(=O)N2CCOCC2)[C@@]2(C)c3[nH]c4ccccc4c3CCN2C1=O (stereo partly specified),86,-5,94,89,95,94,0,90
OCC1(CO)COC(/C=C/c2ccccc2)=N1,99,3,104,98,105,102,2,100
COCCNC(=O)c1cc(-c2ccc(Cl)c(Cl)c2)on1,86,-7,111,105,104,108,2,97
OC1CCCN(c2c3c(nc4cc(-c5cccc(Cl)c5)nn24)CCC3)C1 (stereo unspecified),95,-2,97,104,95,96,0,107
Cc1ccc(NC(=O)COC(=O)CSC(=S)N2CCOCC2)cc1C,107,3,94,81,85,86,5,89
CCOc1ccc(CCNC(=O)CN2C(=O)NC3(CCCC3)C2=O)cc1OCC,88,6,102,84,87,89,5,107
Cc1cccc(C(C#N)c2nc3ccccc3nc2C(F)(F)F)c1 (stereo unspecified),91,2,98,97,93,97,0,97
COc1ccc(N2CCN(S(=O)(=O)c3cnc[nH]3)CC2)cc1,92,-9,95,106,100,102,0,93
Cn1c(=O)c2c(nc(NCc3ccc4c(c3)OCO4)n2Cc2ccc(F)cc2)n(C)c1=O,102,-13,103,111,102,105,2,121
Fc1cccc(COc2ccccc2CNc2ccccc2)c1,100,-9,102,111,90,106,0,102
CCOc1ccc2oc(C(=O)N(C)CC(=O)Nc3ccc(OCC)c(OCC)c3)c(C)c2c1,99,4,91,87,95,93,0,97
O=C(c1ccc(N2CCN(C(=O)c3cccc(F)c3)CC2)cc1)c1cccc(F)c1,111,32,105,111,106,99,1,106
Cc1ccc(-c2csc3ncn(CC(=O)O)c(=O)c23)cc1C,102,3,104,95,105,107,1,104
Nc1nc2c(s1)CC(c1ccccc1)CC2 (stereo unspecified),89,17,100,106,101,100,5,98
CN(Cc1ccccc1)c1ccc2nnc(-c3ccccc3)n2n1,100,7,97,104,88,95,0,92

# Later entries.
SMILES,Yeast superoxide,VLA-4 inh,RPL19A TOR yeast,LAP4-GFP MLPCN,CIT2 TOR yeast,AGP1-GFP MLPCN,GRK2 aptamer HTS,MEP2 TOR yeast
CCn1nnc(NC(=O)Cc2ccc(Cl)cc2)n1,94,7,98,109,109,109,1,98
O=C(CCC(=O)N1CCOc2ccccc21)NC1CCN(Cc2ccccc2)CC1,100,21,102,102,102,99,0,101
CC(=O)N1CCc2cc(Br)cc(S(=O)(=O)CCC(=O)Nc3c(C)n(C)n(-c4ccccc4)c3=O)c21,105,6,102,114,92,103,0,111
Cc1ccc(C2(C)NC(=O)N(CC(=O)NC(=O)NCCC(C)C)C2=O)cc1 (stereo unspecified),107,7,109,107,103,117,1,114
CCn1c(O)c(N=NC(=O)c2ccc(CSc3nncn3C)cc2)c2ccccc21,105,12,104,99,109,102,1,102
OCC(O)CNC(=S)NC1CCCCC1 (stereo unspecified),108,40,99,93,102,99,4,101
COc1ccc(-c2nc3ncccc3n2O)cc1,97,25,109,92,108,107,0,102
COc1cc(C(=O)NC(C)C2CC3CCC2C3)ccc1OC(F)F (stereo unspecified),94,-10,96,96,93,97,0,98
O=c1[nH]cnc2sc3c(c12)CCCCC3,97,-3,99,103,97,101,2,102
Cc1ccc(-c2cccc(CN3CCN(C(C)C)C(CCO)C3)c2)o1 (stereo unspecified),110,22,96,88,104,102,0,101
COCC(C)n1c(SCC(=O)N2CCc3ccccc3C2)nc2ccccc2c1=O (stereo unspecified),104,-1,103,93,106,108,0,104
Cc1cc2ncn(CCC(=O)NC3CCCC3)c2cc1C,101,12,92,108,94,109,0,105
Cc1ccc(S(=O)(=O)CNC(=S)c2cccc(C)c2)cc1,101,-1,102,98,94,96,0,102
Cc1sc(NC(=O)C2CCCCC2C(=O)O)c(C(N)=O)c1-c1ccc(C(C)C)cc1 (stereo unspecified),99,-16,100,104,100,104,0,106
COc1cccc(C(=O)NC(=S)Nc2ccccc2N2CCCC2)c1,115,17,99,107,94,97,4,101

# Record cards, as listed above. Order of values: Yeast superoxide | VLA-4 inh | RPL19A TOR yeast | LAP4-GFP MLPCN | CIT2 TOR yeast | AGP1-GFP MLPCN | GRK2 aptamer HTS | MEP2 TOR yeast
# Shown for COCC(C)n1c(SCC(=O)N2CCc3ccccc3C2)nc2ccccc2c1=O (stereo unspecified) → 104 | -1 | 103 | 93 | 106 | 108 | 0 | 104
# Shown for Cc1ccc(C2(C)NC(=O)N(CC(=O)NC(=O)NCCC(C)C)C2=O)cc1 (stereo unspecified) → 107 | 7 | 109 | 107 | 103 | 117 | 1 | 114

# Additional results
SMILES,Yeast superoxide,VLA-4 inh,RPL19A TOR yeast,LAP4-GFP MLPCN,CIT2 TOR yeast,AGP1-GFP MLPCN,GRK2 aptamer HTS,MEP2 TOR yeast
COc1ccnc(Oc2ccc(F)cc2)c1C(=O)N/C=N/OCc1ccc(Cl)cc1Cl,93,7,95,97,91,96,3,100
Cc1ccc(C(=O)NCCc2nnc3ccc(SCC(=O)NCc4ccc(F)cc4)nn23)cc1,96,3,113,99,111,109,1,99
CCOc1ccc(C(O)(c2ccccc2OC)C(CN2CCCC2)c2ccccc2)cc1 (stereo unspecified),100,-7,106,98,105,102,0,108
O=C(CCNC(=O)c1ccc(Cl)cc1)Nc1nc2ccccc2[nH]1,81,1,94,90,85,93,1,90
COC(=O)CN1C(=S)N(c2ccc(Cl)cc2)C(=O)C1CC(=O)Nc1ccccc1 (stereo unspecified),104,1,97,89,98,95,3,100
O=C(Nc1cccc(-c2cn3ccccc3n2)c1)c1cccc(Cl)c1,99,15,?,?,?,?,0,?
O=C(NNC(=O)c1ccc(F)cc1F)c1ccc(-n2cnnn2)cc1,94,4,112,103,109,104,4,106
CCOC(=O)c1sc(NC(=O)c2ccc(OC)cc2)nc1C,90,2,99,102,104,95,0,96
CCOC(=O)N1CCN(CC(O)COCCC23CC4CC(CC(C4)C2)C3)CC1 (stereo unspecified),97,1,92,96,94,92,0,91
Fc1ccc(Nc2nnc(C(F)(F)F)s2)cc1,98,-1,101,118,105,107,0,107
